Mdm2-MdmX inh – disrupts the human Mdm2-MdmX interaction; O15151+Q00987; SaOS-2 split-luciferase Mdm2/MdmX complementation, luminescence; inhibition, % at 8 µM; hit rate 3% among 330,000; AID 485346;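 active = inhibition of at least 50% at 8 µM in the primary screen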
CXCR6 block – inhibitors of human CXCR6 receptor. hit rate 0.36% among 360,000. CHO-K1 PathHunter CXCR6 beta-arrestin, luminescence. inhibition, % at 20 µM. AID 602244; in the data active = inhibition above about 34%, passing the limit was not always enough;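 note: antagonist mode with CXCL16 agonist at 10 nM final; 0% = 10 nM CXCL16 with DMSO and 100% = unstimulated wells without agonist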
APJ ag – activates the human apelin receptor APJ. CHO-K1 APJ PathHunter beta-arrestin, luminescence; 0% DMSO wells, 100% apelin. AID 2520. activation, % at 20 µM. hit rate 0.11% among 330,000;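 active = activation more than six SD over the plate average, tested at 20 µM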;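 note: 0% = DMSO alone and 100% = apelin-13 at 10 nM; some results filed as inactive read as strong as hits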
Target sequence (P35414 whole entry, looked up): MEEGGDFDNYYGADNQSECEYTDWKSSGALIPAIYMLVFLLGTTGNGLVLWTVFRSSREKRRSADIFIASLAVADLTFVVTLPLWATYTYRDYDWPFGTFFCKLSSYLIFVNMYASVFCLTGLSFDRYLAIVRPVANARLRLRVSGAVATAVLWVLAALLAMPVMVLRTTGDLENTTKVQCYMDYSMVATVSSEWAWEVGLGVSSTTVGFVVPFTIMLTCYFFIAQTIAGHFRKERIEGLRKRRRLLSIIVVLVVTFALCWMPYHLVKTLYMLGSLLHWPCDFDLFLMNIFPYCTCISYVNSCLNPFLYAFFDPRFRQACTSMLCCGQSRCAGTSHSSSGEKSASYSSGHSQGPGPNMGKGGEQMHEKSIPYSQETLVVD
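assay system = CHO-K1 APJ beta-arrestin complementation cell line | input = cell density 1000 per well | dosing = compound 20 µM once, DMSO 1% | timing = compound 90 min 25 °C, reagent 1 h | measured by = luminescence from split beta-galactosidase complementation, Galacton Star/Emerald II substrate | read-out basis = APJ agonist activity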
APJ antag – APJ receptor antagonism | P35414 | hit rate 0.32% among 330,000 | AID 2521 | CHO-K1 APJ beta-arrestin complementation, luminescence | inhibition, % at 20 µM;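 active = inhibition above about 40% at 20 µM, limit read from the data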;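 note: cells challenged with 10 nM apelin-13 agonist together with compound; plate controls were apelin-13 plus DMSO wells for no effect and DMSO wells lacking apelin-13 for full effect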
XBP1 UPR activ – adaptive UPR (XBP1) activation. CHO-XBP1 luciferase reporter, IRE1-XBP1 UPR activation, luminescence; percent of tunicamycin response, DMSO as zero. activation, % at 20 µM. hit rate 0.33% among 330,000. AID 463104;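 active = versus positive control, 20 µM dose yields 30% or more activation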;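 note: 100% = tunicamycin at 10 µg/mL and 0% = DMSO only wells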
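Material: CHO cell line with stable XBP1 luciferase reporter; schedule: 16-18 h cell attachment at 37 °C, then 6 h compound exposure; signal: glow luminescence from Steady-Glo reagent; medium: serum-containing F12 medium, 10% FBS; benchmarks: tunicamycin 10 µg/mL and vehicle-only wells; read-out: percent activation relative to tunicamycin reference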
CCR6 antag – antagonists of human CCR6 receptor; CHO-K1 CCR6 PathHunter beta-arrestin, luminescence, CCL20-stimulated; AID 493098; inhibition, % at 20 µM; hit rate 0.49% among 340,000; P51684;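 active = compounds whose inhibition of the agonist-driven luminescence signal at 20 µM reaches about 50%, limit read from the data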;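 note: cells stimulated with CCL20 at 14 nM final; plate controls were DMSO with CCL20 for no effect and DMSO without agonist for full effect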
UPR CHOP act – activators of apoptotic arm of unfolded protein response (CHOP); activation, % at 10 µM; hit rate 0.34% among 330,000; CHO-CHOP luciferase reporter, UPR activation, luminescence; percent of tunicamycin response over DMSO baseline; AID 449763;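 active = at 10 µM dose, activation of 40% or more, normalized to positive control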;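 note: 100% = tunicamycin at 10 µg/mL and 0% = DMSO alone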
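Assay system: CHO cells with stable CHOP pathway luciferase reporter; Buffer or medium: F12 plus 10% serum; Times: 16-18 h cell attachment, then 6 h compound exposure, 37 °C; Signal: luciferase luminescence; Read-out basis: percent activation relative to tunicamycin control; Control set: tunicamycin high control, DMSO low control.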
tim23-1 inh – inhibits growth of tim23-1 mutant yeast | S. cerevisiae tim23-1 growth, BacTiter-Glo luminescence, 24 h | inhibition, % at 20 µM | hit rate 1.3% among 330,000;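 active = growth inhibition of the mutant yeast at or above 50%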;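 note: temperature-sensitive mutant grown at 25 °C; plate controls were DMSO-treated mutant yeast for no effect and medium wells lacking yeast for full effect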
EBI2 block – antagonists of human EBI2 receptor; P32249; EBI2 beta-arrestin recruitment, luminescence, 7a,25-OHC stimulated; inhibition, % at 5 µM; hit rate 0.81% among 360,000; AID 651636; in the data active = inhibition above about 38%;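 note: enzyme fragment complementation signal reports receptor beta-arrestin coupling in cells; 0% = agonist plus DMSO wells and 100% = wells without agonist; some results beyond the cut were filed as inactive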
Target sequence (P32249 whole entry, looked up, the tested form may be a part): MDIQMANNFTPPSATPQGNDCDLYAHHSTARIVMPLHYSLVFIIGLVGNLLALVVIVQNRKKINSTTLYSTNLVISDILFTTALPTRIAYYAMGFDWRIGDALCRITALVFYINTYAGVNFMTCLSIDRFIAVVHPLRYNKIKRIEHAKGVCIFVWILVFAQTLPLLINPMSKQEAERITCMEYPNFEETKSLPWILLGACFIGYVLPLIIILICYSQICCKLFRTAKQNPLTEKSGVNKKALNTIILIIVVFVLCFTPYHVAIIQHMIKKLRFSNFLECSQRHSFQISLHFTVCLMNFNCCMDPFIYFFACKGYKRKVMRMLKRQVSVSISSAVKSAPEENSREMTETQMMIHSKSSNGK
Starred values were filed as active, the others as inactive; x = no result given.

Every second line gives: Mdm2-MdmX inh	CXCR6 block	APJ ag	APJ antag	XBP1 UPR activ	CCR6 antag	UPR CHOP act	tim23-1 inh	EBI2 block
> Cc1c(NC(=O)COC(=O)c2cc(-c3cccc4ccccc34)nc3ccccc23)c(=O)n(-c2ccccc2)n1C
    -1	4	-1	0	-2	19	1.1	24	4
> CCc1ccc(N(CC(=O)NCC2CCCO2)C(=O)CCC(=O)Nc2nccs2)cc1 (configuration not stated)
    26	-2	-3	5	-1	9	0.1	-1	12
> O=C(C1CC1)N1CCC(c2nc(-c3ccc(S(=O)(=O)NCC4CCCO4)cc3)no2)CC1 (configuration not stated)
    9	-4	-1	3	2	15	-2.5	23	-11
> CCCCn1c(N)c(Sc2ccccc2)c(=O)[nH]c1=O
    -13	-11	-6	8	-1	0	-0.2	-9	0
> O=C(CCS(=O)(=O)c1ccc(Br)s1)NC1CCCC1
    -8	-3	1	9	0	-15	-2.2	25	-1
> CCC(=O)Nc1sc2c(c1C(N)=O)CCN(C(C)=O)C2
    10	1	0	11	-2	-4	-0.2	-7	-8
> CC(=O)c1c(C)[nH]c(C(=O)NCc2cccc(Cl)c2)c1C
    -28	-1	-2	15	-3	-1	-0.2	17	-2
> Cc1ccccc1C(=O)N=c1c(C#N)cc2c(=O)n3cccc(C)c3nc2n1Cc1ccco1
    3	x	5	3	0	x	-1.1	5	x
> CC(=O)Nc1ccc(C(=O)OCC(=O)N2CCCC2)cc1
    2	4	1	-5	-3	-7	1.1	15	6
> COc1ccc(OC)c(S(=O)(=O)N2CCC(C(=O)Nc3ccccc3)CC2)c1
    21	8	-1	-11	-3	6	-0.4	7	0
> O=S(=O)(Nc1cccc(S(=O)(=O)N2CCCC2)c1)c1cccs1
    -6	8	-7	4	-3	11	1.4	5	-1
> COc1ccc2c(c1)[C@H]1[C@H](CO2)[C@H](c2ccccc2)[C@]2(C)C(=O)Nc3cc(F)ccc3C(=O)N12
    19	0	-3	-2	-1	0	0.7	29	3
> CCN(CC(=O)Nc1c(F)cccc1F)C(=O)C1=COCCO1
    0	2	-5	17	-3	3	1.1	-6	-9
> CCc1ccc(OCC(=O)Nc2ccc(S(=O)(=O)N3CCOCC3)cc2)cc1
    -11	1	8	3	-1	3	-1.2	31	3
> O=C(CSc1nnc(-c2cccc(F)c2)o1)Nc1nncs1
    16	-2	-2	3	3	-1	3.0	-16	6

Carrying on:
Every second line gives: Mdm2-MdmX inh	CXCR6 block	APJ ag	APJ antag	XBP1 UPR activ	CCR6 antag	UPR CHOP act	tim23-1 inh	EBI2 block
> COc1cc(C)c(C)cc1S(=O)(=O)N1CCCCC1c1cccnc1 (configuration not stated)
    -22	2	-1	8	0	5	-1.9	30	3
> COc1ccc(NC(=O)NC(=O)c2cc(OCC(F)(F)F)ccc2OCC(F)(F)F)cc1
    20	6	-1	7	4	-2	0.2	7	13
> COc1ccccc1NC(=O)Nc1cc(F)ccc1F
    -5	-3	-3	9	1	11	3.1	40	-6
> CCc1ccc([C@@H]2CC=C(C(=O)O)[C@H](c3ccc(C(C)(C)C)cc3)N2S(=O)(=O)c2ccc(C)cc2)cc1
    20	-2	0	3	12	10	8.7	39	0
> Cc1cccc(-c2noc(CNS(=O)(=O)c3ccccc3)n2)c1
    12	-2	-9	14	3	8	-1.1	20	6
> OCC1(Cc2ccc(F)cc2)CCCN(CCCC(F)(F)F)C1 (configuration not stated)
    -3	-2	-4	10	-3	16	-0.7	4	-1
> N#CCCN(C(=O)COC(=O)COc1ccccc1Cc1ccccc1)c1ccccc1
    0	4	-4	-4	-2	14	-0.7	28	10
> C[N+](C)(CC#Cc1ccccc1)CC(=O)c1ccc(Cl)cc1
    -17	8	-8	42*	-2	20	0.4	2	-3
> CCOC(=O)c1c(C)[nH]c(C)c1S(=O)(=O)N1CCCCC1
    0	0	-3	1	-1	-7	-0.5	10	-7
> C/C(=N/NC(=O)CCC(=O)Nc1cccc(Cl)c1)c1ccc(C)cc1
    12	-4	0	-1	-3	-6	0.3	3	-10
> S=C(NCc1ccccc1)Nc1cccc2cnccc12
    24	-15	3	-36	-5	-1	0.2	25	1
> CN(C)S(=O)(=O)c1ccc(NC(=O)c2cc3ccccc3o2)cc1
    -13	11	3	-9	1	8	1.8	42	23
> CCCCC1OC23CCCCC2C(C#N)(C(=N)O3)C1(C#N)C#N (configuration not stated)
    11	11	-3	-4	-4	-5	-0.9	25	-1
> COc1ccc(Cc2nnc(N/N=C/c3ccc(Br)cc3)[nH]c2=O)cc1OC
    24	4	-2	7	4	1	2.4	-31	3
> CCOC(=O)Cn1cnc([N+](=O)[O-])n1
    12	0	0	5	0	-8	-0.1	3	-19

Continuation:
Every second line gives: Mdm2-MdmX inh	CXCR6 block	APJ ag	APJ antag	XBP1 UPR activ	CCR6 antag	UPR CHOP act	tim23-1 inh	EBI2 block
> O=C(NCCc1ccc2c(c1)OCCO2)c1ccc(F)cc1
    3	-7	0	5	0	4	1.4	-13	-7
> COc1cc(S(=O)(=O)NC2CCCCC2C)ccc1Cl (configuration not stated)
    27	1	-2	12	1	-6	1.4	35	-8
> CC(=O)Oc1ccccc1C(=O)N(C1CCCCC1)C1CCCCC1
    12	15	1	-2	-6	10	-2.5	28	1
> COc1ccccc1/C=C/C(=O)NCC(=O)N/N=C/c1cccnc1
    2	-2	-2	-10	0	2	-3.6	16	14
> O=C(NCc1cccs1)c1ccc(Br)o1
    7	-5	-3	6	-2	5	1.1	6	-9
> COc1ccc(S(=O)(=O)Nc2ccc3c(c2)C(=O)N([C@H](C)CO)C[C@H](C)[C@@H](CN(C)S(=O)(=O)c2ccc(F)cc2)O3)cc1
    -29	5	-3	15	-2	9	0.7	17	-4
> OCC[C@@H]1C[C@H](O)[C@@H](O)[C@@]2(Cc3ccccc3CCO2)O1
    1	1	-2	9	-1	6	-2.9	1	-4
> O=C1CCN(Cc2ccc(Br)cc2)CCN1CCO
    14	-2	0	-16	-1	-12	-0.3	10	-3
> Clc1ccc2nncn2n1
    29	3	-3	8	1	7	-0.3	5	11
> Cc1ccc(S(=O)(=O)N2CCCCC2)cc1NC(=O)c1ccc2c(=O)n3c(nc2c1)CCCCC3
    23	x	5	-4	-1	x	3.1	-7	x
> CC(=O)c1c(C)[nH]c(C(=O)N2CCN(S(=O)(=O)c3ccc(F)c(F)c3)CC2)c1C
    7	0	4	3	-1	-5	-0.9	26	-4
> O=C(NC1CCN(C(=O)c2cccs2)CC1)c1ccccc1
    17	5	2	11	-4	6	0.0	3	-1
> CC(C)N(C(=O)CN1CCC(c2nc3ccccc3[nH]2)CC1)C(C)C
    11	-3	-2	11	-3	11	-0.1	-1	3
> CC(C)NC(=S)N/N=C/c1ccc(N2CCOCC2)cc1
    -12	-2	0	3	1	-6	1.5	4	1
> CCOC(=O)C1CCN(Cc2ccc(O)c3ncccc23)CC1
    81*	32	-4	14	6	35	235*	-10	45*

Limited to tim23-1 inh and UPR CHOP act, for 2 of the compounds above:
SMILES	tim23-1 inh	UPR CHOP act
Clc1ccc2nncn2n1	5	-0.3
COc1ccc(S(=O)(=O)Nc2ccc3c(c2)C(=O)N([C@H](C)CO)C[C@H](C)[C@@H](CN(C)S(=O)(=O)c2ccc(F)cc2)O3)cc1	17	0.7

Carrying on:
Every second line gives: Mdm2-MdmX inh	CXCR6 block	APJ ag	APJ antag	XBP1 UPR activ	CCR6 antag	UPR CHOP act	tim23-1 inh	EBI2 block
> O=C(Nc1ccccc1Cl)c1ccccc1S(=O)(=O)c1ccccc1[N+](=O)[O-]
    6	9	-2	-3	-1	18	-0.6	11	2
> O=C(Nc1ccc(CN2CCOCC2)cc1)c1cccs1
    -39	-4	-4	-3	1	-3	1.2	13	-8
> O=C(c1ccc2c(c1)OCO2)N1CCC2(CC1)Oc1ccc(Cl)cc1C(=O)C21CC(c2cccnc2)=NO1 (configuration not stated)
    14	4	5	18	-1	-4	0.0	4	-7
> CCS(=O)(=O)N1CCN(S(=O)(=O)c2ccc(Cl)s2)CC1
    21	0	-6	16	-7	11	-0.9	4	-3
> COc1cccc(NS(=O)(=O)NC(=O)c2c[nH]c3ccccc23)c1
    10	-1	-1	5	0	6	2.6	2	-14
> O=c1oc2ccccc2c2c1ncn2C1CCCCC1
    15	-4	-2	2	3	-6	-1.6	23	-2
> Cc1cc(C)c(NC(=O)NC(=O)c2cccc(F)c2)c(C)n1
    -17	-6	-2	16	0	25	1.5	15	-19
> COCCNC(=O)COC(=O)c1ccc(S(=O)(=O)N2CCOCC2)cc1
    -10	-9	-5	4	1	3	0.7	-9	-3
> COc1ccc(COC(=O)C2CC(=O)N(Cc3ccccc3)C2)cc1 (configuration not stated)
    8	2	-3	-2	0	-6	-1.5	28	-8
> Cc1nc(-c2ccc(Cl)cc2)sc1C1(C)CC(c2cccc(Cl)c2)=NO1 (configuration not stated)
    -23	5	-5	14	1	1	3.2	18	-2
> CC(C)(C)c1ccccc1NC(=O)N1CCNC(=O)C1CC(=O)Nc1ccc(F)cc1 (configuration not stated)
    7	-6	0	5	0	8	1.6	-10	-10
> Cc1ccccc1OCCC(=O)NNC(=O)c1ccccc1F
    23	3	-2	-6	0	10	-0.9	9	-1
> COc1ccc(C2c3ccc4ccccc4c3Oc3ncn(CCCO)c(=N)c32)cc1 (configuration not stated)
    93*	2	2	0	8	14	3.4	1	11

Compound activity deposited in PubChem BioAssay by Sanford-Burnham Center for Chemical Genomics.

A portion of the library. The share of hits here may be higher or lower than overall.
